Source: PubChem
Mtb BioA inh: M. tuberculosis BioA enzyme inhibitors, primary screen, biochemical, plate reader, single point, HTS. purified M. tuberculosis BioA enzyme. inhibition, % at 9.99 µM. hit rate 0.096% among 360,000. AID 602481, 2012; in the data active = inhibition above about 40%
TcdB inh: TcdB glycohydrolase inhibitors, primary screen, biochemical, single point, plate reader | TcdB glycohydrolase enzymatic assay | inhibition, % at 9.99 µM | AID 652162, 2013 | hit rate 0.24% among 350,000; in the data active = inhibition above about 10%
Target sequence (P18177 whole entry, looked up): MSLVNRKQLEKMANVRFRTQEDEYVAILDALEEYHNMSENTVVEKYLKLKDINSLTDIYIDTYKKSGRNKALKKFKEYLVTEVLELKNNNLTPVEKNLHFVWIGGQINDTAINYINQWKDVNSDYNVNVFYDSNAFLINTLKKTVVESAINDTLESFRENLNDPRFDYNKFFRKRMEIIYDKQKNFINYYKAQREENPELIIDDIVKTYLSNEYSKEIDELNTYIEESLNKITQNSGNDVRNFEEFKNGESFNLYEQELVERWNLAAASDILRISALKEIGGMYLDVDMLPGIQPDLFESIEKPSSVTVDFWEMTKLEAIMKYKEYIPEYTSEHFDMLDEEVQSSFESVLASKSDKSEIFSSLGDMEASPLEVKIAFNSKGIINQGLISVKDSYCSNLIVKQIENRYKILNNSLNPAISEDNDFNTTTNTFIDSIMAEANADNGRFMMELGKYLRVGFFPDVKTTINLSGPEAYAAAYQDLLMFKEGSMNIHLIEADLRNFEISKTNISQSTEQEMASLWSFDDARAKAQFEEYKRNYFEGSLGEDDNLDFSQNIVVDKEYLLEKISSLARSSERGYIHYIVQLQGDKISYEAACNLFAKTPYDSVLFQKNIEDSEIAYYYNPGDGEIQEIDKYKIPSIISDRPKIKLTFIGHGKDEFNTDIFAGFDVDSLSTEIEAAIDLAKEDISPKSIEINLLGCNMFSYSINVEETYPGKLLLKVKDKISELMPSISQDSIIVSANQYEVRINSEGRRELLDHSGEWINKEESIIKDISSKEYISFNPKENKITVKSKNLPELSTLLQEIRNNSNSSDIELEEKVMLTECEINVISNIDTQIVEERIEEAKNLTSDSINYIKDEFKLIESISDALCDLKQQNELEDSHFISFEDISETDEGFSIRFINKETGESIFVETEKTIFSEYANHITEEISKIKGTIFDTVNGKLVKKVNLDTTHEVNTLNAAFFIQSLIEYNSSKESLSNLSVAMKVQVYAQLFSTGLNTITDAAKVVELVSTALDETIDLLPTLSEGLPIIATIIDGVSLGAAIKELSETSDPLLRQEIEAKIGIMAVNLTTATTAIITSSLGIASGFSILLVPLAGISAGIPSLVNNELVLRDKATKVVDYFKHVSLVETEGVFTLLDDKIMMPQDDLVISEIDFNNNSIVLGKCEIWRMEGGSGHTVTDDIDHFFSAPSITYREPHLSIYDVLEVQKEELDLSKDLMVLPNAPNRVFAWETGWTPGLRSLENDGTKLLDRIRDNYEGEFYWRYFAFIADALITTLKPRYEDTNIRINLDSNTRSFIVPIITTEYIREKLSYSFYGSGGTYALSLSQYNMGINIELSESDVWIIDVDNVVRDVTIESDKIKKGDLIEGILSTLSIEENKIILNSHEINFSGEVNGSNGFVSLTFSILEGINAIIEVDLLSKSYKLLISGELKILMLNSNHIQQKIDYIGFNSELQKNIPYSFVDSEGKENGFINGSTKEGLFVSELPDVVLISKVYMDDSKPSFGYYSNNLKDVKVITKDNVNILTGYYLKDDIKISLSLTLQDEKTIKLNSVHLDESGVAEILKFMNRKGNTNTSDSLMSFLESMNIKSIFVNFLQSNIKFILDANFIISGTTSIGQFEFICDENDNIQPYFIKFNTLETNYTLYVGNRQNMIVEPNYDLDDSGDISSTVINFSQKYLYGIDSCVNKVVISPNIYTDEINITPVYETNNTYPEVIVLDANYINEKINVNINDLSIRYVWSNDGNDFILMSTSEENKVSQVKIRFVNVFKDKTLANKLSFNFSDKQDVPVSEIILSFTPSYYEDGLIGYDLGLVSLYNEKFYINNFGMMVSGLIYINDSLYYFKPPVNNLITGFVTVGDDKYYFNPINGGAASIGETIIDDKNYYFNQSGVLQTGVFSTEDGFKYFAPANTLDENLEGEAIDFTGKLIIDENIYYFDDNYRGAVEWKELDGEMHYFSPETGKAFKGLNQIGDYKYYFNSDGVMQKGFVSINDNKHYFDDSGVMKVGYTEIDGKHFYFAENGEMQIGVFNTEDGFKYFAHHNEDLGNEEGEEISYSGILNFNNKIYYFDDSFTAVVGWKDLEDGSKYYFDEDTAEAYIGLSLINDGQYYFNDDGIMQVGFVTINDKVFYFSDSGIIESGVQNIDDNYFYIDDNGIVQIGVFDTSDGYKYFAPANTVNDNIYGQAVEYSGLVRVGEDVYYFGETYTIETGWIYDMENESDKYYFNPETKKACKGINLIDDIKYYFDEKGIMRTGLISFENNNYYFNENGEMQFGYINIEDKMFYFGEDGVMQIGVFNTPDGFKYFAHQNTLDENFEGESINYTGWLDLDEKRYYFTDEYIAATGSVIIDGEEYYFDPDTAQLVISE
* = called active by the depositor. The list is partial, so the mix of outcomes need not match the whole.

SMILES	Mtb BioA inh	TcdB inh
COc1ccc(CN(C)C[C@@H]2Oc3ccc(NS(=O)(=O)c4c(C)noc4C)cc3C(=O)N([C@@H](C)CO)C[C@@H]2C)cc1	4.8	1.0
CCC(=O)N1C[C@@H]2[C@H](c3ccccc31)[C@H](CO)N2C(=O)Nc1ccccc1F	2.6	-0.2
C[C@@H]1CN([C@H](C)CO)C(=O)c2cccc(NS(=O)(=O)c3cn(C)cn3)c2O[C@@H]1CN(C)S(=O)(=O)c1cccs1	0.3	-1.0
CCC(=O)N(C)C[C@@H]1Oc2ncc(-c3ccc(C(=O)N(C)C)cc3)cc2C(=O)N([C@@H](C)CO)C[C@@H]1C	0.6	-1.0
C[C@@H]1CN([C@H](C)CO)C(=O)c2cc(-c3ccncc3)cnc2O[C@H]1CN(C)C(=O)c1ccc(F)cc1	0.9	-0.5
O=C(Nc1ccc2c(c1)OCO2)N[C@@H]1CC[C@@H](CCNC(=O)C2CCOCC2)O[C@@H]1CO	-0.2	0.1
CO[C@@H]1CN(C)C(=O)c2ccc(NC(C)=O)cc2OC[C@H](C)N(C(=O)Cc2ccccn2)C[C@@H]1C	-1.5	-0.4
C[C@H]1CN([C@@H](C)CO)C(=O)c2cccc(NS(=O)(=O)c3cn(C)cn3)c2O[C@H]1CN(C)Cc1ccccc1	1.3	0.3
C[C@@H]1CN([C@@H](C)CO)C(=O)Cc2cc(NC(=O)NC3CCCCC3)ccc2O[C@@H]1CN(C)Cc1ccc(Oc2ccccc2)cc1	-1.1	-0.7
C[C@H](NC(=O)C[C@@H]1C=C[C@H](NS(=O)(=O)c2cccc(F)c2)[C@@H](CO)O1)c1ccccc1	-2.0	-7.2
Cn1cnc(S(=O)(=O)N[C@H]2C=C[C@H](CC(=O)NCC3CCCCC3)O[C@@H]2CO)c1	-4.1	-0.1
COC(=O)C[C@@H]1C[C@H]2c3cc(NC(=O)c4ccc5c(c4)OCO5)ccc3O[C@H]2[C@@H](CO)O1	1.6	5.3
O=S(=O)(Cc1ccccc1)NCC[C@H]1CC[C@@H](NS(=O)(=O)c2ccc(F)cc2)[C@@H](CO)O1	-0.9	1.5
CCCNC(=O)C[C@H]1C[C@H]2c3cc(NC(=O)NC4CCCCC4)ccc3O[C@H]2[C@H](CO)O1	-5.6	0.3
C[C@H](CO)N1C[C@H](C)[C@@H](CN(C)Cc2ccncc2)Oc2c(NC(=O)Nc3ccccc3)cccc2C1=O	-2.4	-0.7
CN1CCN(C(=O)C[C@H]2C[C@@H]3c4cc(NC(=O)C5CCC5)ccc4O[C@@H]3[C@@H](CO)O2)CC1	-0.5	-4.0
COc1ccc(NC(=O)N(C)C[C@H]2Oc3c(NC(=O)Nc4cccc5ccccc45)cccc3C(=O)N([C@H](C)CO)C[C@@H]2C)cc1	-1.1	0.5
O=C(NC[C@@H]1[C@H](c2ccccc2)[C@H](CO)N1C(=O)Cc1cccnc1)C1CC1	-0.2	-0.2
C[C@H]1CCCCO[C@@H](CN(C)C(=O)NC2CCCCC2)[C@@H](C)CN([C@@H](C)CO)C(=O)c2cc(NS(=O)(=O)c3ccc(F)cc3)ccc2O1	-0.3	0.1
O=C(C[C@@H]1CC[C@H](NC(=O)Nc2ccc3c(c2)OCO3)[C@H](CO)O1)NCc1ccc(Cl)cc1	-2.7	0.1
C[C@H](CO)N1C[C@H](C)[C@@H](CN(C)Cc2ccccc2F)Oc2ncc(-c3ccccc3F)cc2C1=O	9.1	-0.1
C[C@@H]1CN([C@H](C)CO)C(=O)c2cc(NC(=O)Nc3cccc4ccccc34)ccc2O[C@@H]1CN(C)C(=O)Nc1ccccc1	-2.4	-10
CO[C@@H]1CN(C)C(=O)c2cc(NC(=O)C3CCOCC3)ccc2OC[C@H](C)N(Cc2nccs2)C[C@@H]1C	-2.4	1.0
Cc1noc(C)c1S(=O)(=O)Nc1ccc2c(c1)C(=O)N([C@@H](C)CO)C[C@@H](C)[C@H](CN(C)C(=O)Nc1ccc(F)cc1)OCCCC[C@@H](C)O2	1.8	-0.1
O=S(=O)(N[C@@H]1CC[C@@H](CCNS(=O)(=O)c2ccccc2Cl)O[C@@H]1CO)c1ccccc1	0.2	1.4
CO[C@H]1CN(C)C(=O)c2cc(NC(=O)NC(C)C)ccc2OC[C@@H](C)N(Cc2ccccc2)C[C@@H]1C	1.2	-0.5
C[C@@H]1CN([C@H](C)CO)C(=O)c2cc(NC(=O)Nc3ccccc3)ccc2O[C@@H](C)CCCCO[C@@H]1CN(C)Cc1ccc2c(c1)OCO2	-1.1	0.0
C=CC[C@]1(C(=O)OC)N=C(c2ccc(OCCCO)cc2)O[C@H]1c1ccccc1	0.9	0.1
O=C(C[C@@H]1CC[C@H](NC(=O)CC2CC2)[C@H](CO)O1)NCc1ccc(Cl)cc1	-0.1	0.4
Cc1noc(C)c1S(=O)(=O)Nc1ccc2c(c1)CC(=O)N([C@@H](C)CO)C[C@@H](C)[C@@H](CN(C)Cc1ccccc1)O2	-0.3	0.1
CCCNC(=O)N(C)C[C@@H]1Oc2cc(-c3ccccc3F)ccc2S(=O)(=O)N([C@@H](C)CO)C[C@H]1C	-0.1	2.6
COc1cccc(C(=O)Nc2ccc3c(c2)C(=O)N(C)C[C@H](OC)[C@H](C)CN[C@@H](C)CO3)c1	-2.4	1.7

Five records drawn at random from the list so far, as already listed:
SMILES	Mtb BioA inh	TcdB inh
O=C(C[C@@H]1CC[C@H](NC(=O)CC2CC2)[C@H](CO)O1)NCc1ccc(Cl)cc1	-0.1	0.4
CO[C@H]1CN(C)C(=O)c2cc(NC(=O)NC(C)C)ccc2OC[C@@H](C)N(Cc2ccccc2)C[C@@H]1C	1.2	-0.5
C[C@@H]1CN([C@H](C)CO)C(=O)c2cc(NC(=O)Nc3ccccc3)ccc2O[C@@H](C)CCCCO[C@@H]1CN(C)Cc1ccc2c(c1)OCO2	-1.1	0.0
Cc1noc(C)c1S(=O)(=O)Nc1ccc2c(c1)CC(=O)N([C@@H](C)CO)C[C@@H](C)[C@@H](CN(C)Cc1ccccc1)O2	-0.3	0.1
COc1cccc(C(=O)Nc2ccc3c(c2)C(=O)N(C)C[C@H](OC)[C@H](C)CN[C@@H](C)CO3)c1	-2.4	1.7

Additional results:
SMILES	Mtb BioA inh	TcdB inh
C[C@H](CO)N1C[C@H](C)[C@@H](CN(C)C(=O)Cc2ccccn2)Oc2ncc(-c3ccccc3)cc2C1=O	-0.2	0.0
CC(C)NC(=O)NCC[C@H]1CC[C@@H](NC(=O)c2ccc(F)cc2)[C@@H](CO)O1	-1.6	-0.5
COc1ccc(S(=O)(=O)Nc2ccc3c(c2)C(=O)N(C)C[C@@H](OC)[C@H](C)CN[C@@H](C)CO3)cc1	-2.0	-0.2
CN(C)CC(=O)Nc1ccc2c(c1)[C@H]1C[C@@H](CC(=O)NCc3ccc(-c4ccccc4)cc3)O[C@H](CO)[C@H]1O2	-2.4	0.1
Cc1ccccc1-c1ccc([C@H]2[C@H]3CN(C(=O)Nc4ccc(F)cc4)CCCCN3[C@H]2CO)cc1	0.6	2.9
C[C@@H]1CN([C@H](C)CO)S(=O)(=O)c2ccc(C#C[C@@H](C)O)cc2O[C@H]1CN(C)C(=O)c1ccncc1	5.3	-1.4
C[C@@H]1CN([C@H](C)CO)C(=O)Cc2cc(NS(=O)(=O)c3ccc(F)cc3)ccc2O[C@@H]1CN(C)S(=O)(=O)c1ccccc1	5.5	1.5
C[C@H]1CN([C@@H](C)CO)C(=O)c2cccc(NC(=O)Nc3ccc4c(c3)OCO4)c2O[C@H]1CN(C)Cc1ccc(C(=O)O)cc1	0.4	0.9
Cc1ccc(S(=O)(=O)Nc2ccc3c(c2)CC(=O)N([C@@H](C)CO)C[C@@H](C)[C@@H](CN(C)S(=O)(=O)c2c(C)noc2C)O3)cc1	-2.9	1.2
C[C@H]1CN([C@@H](C)CO)C(=O)c2cc(NC(=O)Nc3ccc(C(F)(F)F)cc3)ccc2O[C@H]1CN(C)Cc1ccc(C(F)(F)F)cc1	-5.4	-0.1
Cc1noc(C)c1NC(=O)Nc1cccc2c1O[C@H](CN(C)S(C)(=O)=O)[C@H](C)CN([C@@H](C)CO)C2=O	4.5	-0.1
CNC[C@@H]1Oc2ncc(C#CCC3CCCC3)cc2C(=O)N([C@H](C)CO)C[C@H]1C	2.4	-0.2
COCC(=O)Nc1ccc2c(c1)C(=O)N(C)C[C@@H](OC)[C@@H](C)CN(Cc1cccc(F)c1)[C@@H](C)CO2	2.7	-0.1
O=C(C[C@@H]1C[C@H]2c3cc(NC(=O)Nc4ccccc4F)ccc3O[C@H]2[C@@H](CO)O1)NC1CCCC1	-2.8	-1.0
CC(C)NC(=O)N1C[C@H]2[C@@H](c3ccccc31)[C@H](CO)N2C(=O)C1CCCC1	-6.6	-0.3
COCc1cn(CC[C@@H]2CC[C@H](NC(=O)Nc3ccc(OC)cc3)[C@@H](CO)O2)nn1	-1.8	-1.4
CN(C)CC(=O)N1[C@H](C#N)[C@@H](c2ccc(C#Cc3cccnc3)cc2)[C@H]1CO	5.2	-0.3
COC(=O)C[C@H]1CC[C@@H]2[C@@H](COc3ccc(NC(=O)Nc4c(C)noc4C)cc3C(=O)N2C)O1	1.1	0.9
COc1ccc(CN(C)C[C@H]2OCCCC[C@@H](C)Oc3ccc(NS(=O)(=O)c4ccccc4)cc3C(=O)N([C@@H](C)CO)C[C@H]2C)cc1	1.4	0.3
CN1C(=O)c2cc(NC(=O)c3cnccn3)ccc2OC[C@@H]2O[C@H](CC(=O)N[C@H]3CCN(Cc4ccccc4)C3)CC[C@@H]21	2.0	0.1
C[C@H](CO)N1C[C@H](C)[C@H](CN(C)S(=O)(=O)c2cccs2)OCCCC[C@H](C)Oc2ccc(NC(=O)Nc3ccc(F)cc3)cc2C1=O	-3.7	0.4
C[C@@H]1CN([C@H](C)CO)C(=O)Cc2cc(NS(=O)(=O)c3ccc(Cl)cc3)ccc2O[C@@H]1CN(C)C(=O)Nc1ccccc1	-1.1	0.2
CC(=O)N[C@@H]1CC[C@H](CCNC(=O)C2CCC2)O[C@@H]1CO	0.3	-1.8
CCc1cccc(NC(=O)O[C@H]2[C@H](OC(=O)Nc3ccc4c(c3)OCO4)[C@@H](OC(=O)Nc3ccc4c(c3)OCO4)[C@@H](OC)O[C@@H]2CO)c1	-2.8	-0.8
CCN(C[C@@H]1N[C@@H](CO)[C@H]1c1ccc(-c2cccc(F)c2)cc1)C(=O)COC	2.3	0.6
CCC(=O)Nc1ccc2c(c1)OC[C@H](C)N(C(=O)c1ccccc1F)C[C@@H](C)[C@H](OC)CN(C)C2=O	-1.4	-0.2
C[C@@H]1CN([C@H](C)CO)C(=O)c2cc(NS(C)(=O)=O)ccc2O[C@@H]1CN(C)Cc1ccc(C(F)(F)F)cc1	-2.5	0.7
C[C@H](NC(=O)N(C)C[C@@H]1OCc2ccccc2-c2ccccc2C(=O)N([C@H](C)CO)C[C@H]1C)c1ccccc1	0.7	0.7
COCC(=O)N(C)C[C@H]1Oc2cc(-c3cncnc3)ccc2S(=O)(=O)N([C@@H](C)CO)C[C@@H]1C	11	-0.3
CCN1[C@@H]2c3ccc(-c4ccc(OC)cc4)c(=O)n3C[C@@H]2[C@@H](CO)[C@@H]1C(=O)NC1CCC1	1.9	-1.5
C[C@@H]1CN([C@H](C)CO)C(=O)CCCn2nncc2CO[C@@H]1CN(C)C	-1.3	0.2
CCCNC(=O)Nc1ccc2c(c1)C(=O)N(C)C[C@@H](OC)[C@@H](C)CN(C)[C@@H](C)CO2	-0.7	1.3

Record cards (already shown).
`CCC(=O)N1C[C@@H]2[C@H](c3ccccc31)[C@H](CO)N2C(=O)Nc1ccccc1F` is listed as Mtb BioA inh: 2.6; TcdB inh: -0.2
`CCCNC(=O)C[C@H]1C[C@H]2c3cc(NC(=O)NC4CCCCC4)ccc3O[C@H]2[C@H](CO)O1` is listed as Mtb BioA inh: -5.6; TcdB inh: 0.3

Going on with the list.
SMILES	Mtb BioA inh	TcdB inh
O=C(O)[C@@H]1[C@@H](CO)[C@@H]2Cn3c(ccc(-c4ccc(F)cc4)c3=O)[C@@H]2N1CCc1ccccc1	3.1	0.4
O=C(C[C@@H]1C=C[C@@H](NS(=O)(=O)c2ccccc2)[C@@H](CO)O1)NCc1ccccc1F	3.0	-1.3
C[C@@H]1CN([C@H](C)CO)C(=O)c2cc(C#Cc3cccc(F)c3)cnc2O[C@@H]1CN(C)C(=O)c1ccccc1F	3.9	1.0
CCO[C@@H]1OC(C(=O)N2CCN(Cc3ccc4c(c3)OCO4)CC2)=C[C@H](c2ccccc2)[C@H]1CCCO	1.0	-2.8
COCCNC(=O)C[C@H]1CC[C@H]2[C@@H](COc3ccc(NC(=O)C4CCCC4)cc3C(=O)N2C)O1	-1.7	-1.4
CNC[C@H]1Oc2cc(C#Cc3ccccc3OC)ccc2S(=O)(=O)N([C@H](C)CO)C[C@@H]1C	-0.3	2.4
CC(C)CC#Cc1cnc2c(c1)C(=O)N([C@H](C)CO)C[C@@H](C)[C@@H](CN(C)C(=O)c1ccc(F)cc1)O2	-0.9	1.0
COC(=O)[C@H]1[C@H](CO)[C@H]2Cn3c(ccc(C4=CCCC4)c3=O)[C@@H]1N2S(=O)(=O)c1cn(C)cn1	-0.5	0.2
COCC#Cc1ccc2c(c1)O[C@H](CN(C)C(=O)CC1CC1)[C@@H](C)CN([C@H](C)CO)S2(=O)=O	-1.1	12*
COCCNC(=O)C[C@H]1CC[C@@H]2[C@@H](COc3ccc(NC(=O)Nc4ccccc4)cc3C(=O)N2C)O1	11	2.3
CN(C)C(=O)C[C@H]1CC[C@@H]2[C@H](COC[C@@H](O)CN2S(=O)(=O)c2ccccc2)O1	0.2	0.1
C[C@@H]1CN([C@H](C)CO)C(=O)c2cc(C3=CCCC3)cnc2O[C@H]1CN(C)C(=O)Cc1ccncc1	0.9	0.4
